Screening results from PubChem BioAssay.
HEK293 tox: HEK 293 cell cytotoxicity; HEK 293 viability, ATP luminescence (CellTiter-Glo), 48-72 h; Potency, µM (highest dose often 115 µM), for the others: at the highest dose activity change, negative = cytotoxicity, actives largely listed as inhibitors; 6.6% of 94,000 active; note: potency is the fitted concentration of half-maximal effect; nearly all actives have a fitted effect of over 60% in size
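HEK 293 seeded at 250 cells/well receive compound via pintool. After 48 or 72 hr at 37 degree Celsius, 5% CO2 and 95% humidity, CellTiter-Glo is dispensed and luminescence read following 10 min at room temperature.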
SNCA viab count: cell viability loss counter-screen. Potency, µM (top dose mostly 57.1 µM), without a hit: at the highest dose activity change, negative = cytotoxicity, actives largely listed as cytotoxic. 0.12% of 150,000 active. AID 1671193. HEK-293-SNCA-luc viability, GF-AFC fluorescence, 24 h;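 note: potency is the fitted concentration of half-maximal effect; 0% = DMSO-treated cells and -100% = medium-only wells without cells; nearly all actives have a fitted effect of over 30% in size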
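Cytotoxicity counterscreen: after 24 h compound treatment of genome-edited SNCA-luciferase HEK-293 cells, live-cell protease substrate GF-AFC read by fluorescence after 30 min; activity scaled between DMSO (0%) and medium-only (-100%), curves Hill-fitted.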
FLuc inh: blocks purified firefly luciferase enzyme activity; P08659; purified P. pyralis luciferase, luminescence, biochemical; Potency, µM (doses to about 115 µM), inactives show at the highest dose activity change, negative = inhibition, usual class: inhibitors; 2.5% of 76,000 active; AID 1347043; note: potency is the fitted concentration of half-maximal effect; nearly all actives have a fitted effect of over 65% in size
Target sequence (P08659 whole entry, looked up): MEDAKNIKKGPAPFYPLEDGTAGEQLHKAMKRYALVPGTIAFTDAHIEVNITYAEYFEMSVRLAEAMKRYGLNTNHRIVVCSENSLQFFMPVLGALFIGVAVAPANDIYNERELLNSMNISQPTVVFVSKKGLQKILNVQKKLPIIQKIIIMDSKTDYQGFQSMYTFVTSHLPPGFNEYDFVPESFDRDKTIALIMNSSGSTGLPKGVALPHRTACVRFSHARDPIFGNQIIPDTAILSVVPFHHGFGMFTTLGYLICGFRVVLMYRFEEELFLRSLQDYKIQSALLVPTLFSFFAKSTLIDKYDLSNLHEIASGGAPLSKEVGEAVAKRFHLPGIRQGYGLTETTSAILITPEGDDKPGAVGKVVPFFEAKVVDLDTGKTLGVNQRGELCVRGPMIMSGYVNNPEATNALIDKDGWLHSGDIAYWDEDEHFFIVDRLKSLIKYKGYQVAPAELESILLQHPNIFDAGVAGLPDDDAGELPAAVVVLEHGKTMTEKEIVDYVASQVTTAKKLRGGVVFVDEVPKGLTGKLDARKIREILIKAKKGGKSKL
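Purified P. pyralis luciferase (10nM final) in 50mM Tris acetate pH 7.5, 10mM Mg acetate, 0.01% Tween-20, 0.05% BSA with 10uM D-luciferin and 10uM ATP. Compounds titrated qHTS. Luminescence imaged on CCD.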
GPT2 inh: GPT2 alanine aminotransferase inhibition | Recombinant GPT2, coupled pyruvate oxidase/HRP Amplex Red fluorescence | Q8TD30 | Potency, µM (series often up to 57.7 µM), for the others: at the top dose activity change, negative = inhibition, most hits filed as inhibitors | 0.25% of 100,000 active; note: potency is the fitted concentration of half-maximal effect; nearly all actives have a fitted effect of over 60% in size; many of its hits are not listed in these tables
Target sequence (Q8TD30 whole entry, looked up): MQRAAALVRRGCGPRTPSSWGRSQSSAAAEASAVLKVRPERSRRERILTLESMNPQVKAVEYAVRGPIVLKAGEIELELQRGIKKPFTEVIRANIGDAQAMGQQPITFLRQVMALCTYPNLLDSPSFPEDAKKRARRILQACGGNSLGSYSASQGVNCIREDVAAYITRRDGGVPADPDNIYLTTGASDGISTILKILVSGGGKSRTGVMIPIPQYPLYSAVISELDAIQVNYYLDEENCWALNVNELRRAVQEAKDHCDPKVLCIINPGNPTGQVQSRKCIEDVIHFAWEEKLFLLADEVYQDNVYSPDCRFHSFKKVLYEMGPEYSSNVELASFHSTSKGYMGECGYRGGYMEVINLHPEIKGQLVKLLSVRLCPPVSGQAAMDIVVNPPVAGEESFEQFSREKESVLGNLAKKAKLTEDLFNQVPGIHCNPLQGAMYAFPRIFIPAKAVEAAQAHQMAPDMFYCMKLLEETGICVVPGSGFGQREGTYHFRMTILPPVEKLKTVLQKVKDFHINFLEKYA
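GPT2 10ng/uL, a-KG 250uM, L-Ala 2mM, HEPES pH7.5 + 0.0001% Tween; 30 min RT. Then Amplex mix (PO/HRP/ThPP), 30 min RT dark, fluorescence. AOA 50uM used as positive control.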
IP6K1 inhibitor: inhibitors of human IP6K1; Q92551; IP6K1 kinase, ADP-Glo luminescence, 2 h; active compounds read low; activity change, % (series mostly up to about 58 µM); 0.81% of 140,000 active; in the data active = activity change below about -25%
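ADP-Glo luminescence measures ADP made by human IP6K1 during a 2 h RT reaction with ATP/IP6 (mix at 1.3 mM/130 uM); top library doses 57.5 and 19.1 uM final.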
NIH3T3 tox: cytotoxic compounds in NIH 3T3 cells. NIH 3T3 viability, CellTiter-Glo ATP luminescence, 48-72 h. Potency, µM (doses to about 96.7 µM), without a hit: at the highest dose activity change, negative = cytotoxicity, hits mostly inhibitors. 4.3% of 94,000 active. AID 1345082; note: potency is the fitted concentration of half-maximal effect; nearly all actives have a fitted effect of over 55% in size
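NIH 3T3 cells at 400 cells/well received 23 nL of compound by pintool and were incubated 48 or 72 h at 37 °C. Viability was read as ATP-coupled CellTiter-Glo luminescence.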
SNCA expr inhib: SNCA gene expression inhibition; HEK-293 SNCA-luciferase knock-in, luminescence, 24 h; Potency, µM (doses to about 57.2 µM), without a hit: at the top dose activity change, negative = inhibition, hits mostly inhibitors; 0.17% of 140,000 active;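 note: potency is the fitted concentration of half-maximal effect; plate controls were DMSO cells for no effect and cell-free wells for full effect; nearly all actives have a fitted effect of over 45% in size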
Starred values were filed as active, the others as inactive; i = inactive; ? = inconclusive; nt = no result given; [ ] = remark or other dose. Unless noted, calls come from the whole dose curve; as a rule, active = well fitted curve in the direction sought with a large enough effect; inconclusive = small, poorly fitted or top-dose-only effect, or another doubt; inactive = no such curve, though single readings can be large; an effect the other way counts as inactive or inconclusive. Unless noted, % is set by controls: 0 for no effect and ±100 for the full control effect.

SMILES | FLuc inh | HEK293 tox | SNCA viab count | GPT2 inh | NIH3T3 tox | IP6K1 inhibitor | SNCA expr inhib
O=C(CN1CCOC1=O)N1CCn2nc(C(O)Cc3ccccc3)cc2C1 (stereo not given) | 3.8% | -12.9% | 2.3% | -8.0%[11.5 µM] | -11.4% | -0.2 | -4.7%
CC(=O)c1ccc(N2CCN(C(=O)C3CCN(S(=O)(=O)c4cccc5nonc45)CC3)CC2)cc1 | nt | nt | 8.2% | nt | nt | 9.8 | 34.3%[activator]
O=C(NC1CCN(c2cc(-c3ccccc3)[nH]n2)CC1)c1ccc(F)c(Cl)c1 | -6.8% | ? | -3.3% | i | ? | 27.5 | -19.5%
COc1cccc(-c2cn3cc(C(=O)NC4CCCCC4)nc3s2)c1 | nt | ? | -16.0% | ? | ? | 0.9 | 12.8%
Cc1oc(C(O)c2ccccc2F)nc1C(=O)Nc1ccc(C(=O)Nc2ccccc2)cc1 (stereo not given) | ? | ? | ? | 0.4% | ? | -0.2 | ?
N#Cc1cccc(CN2CCCCC23Cc2ccccc2CNC3=O)c1 (stereo not given) | nt | ? | -15.1% | i | -16.9% | -14.6 | -22.7%
COc1ccc(-c2c3c(=O)n(C)c(=O)n(C)c3cn2-c2cccc(N)c2)cc1 | nt | nt | -7.9% | nt | nt | 1.9 | 4.0%
COc1ccc(-c2nn(CC(=O)Nc3ccccc3F)c3c2cnc2ccc(F)cc23)cc1 | nt | nt | -3.7% | nt | nt | 6.8 | 90.9%[activator]
O=S(=O)(Cc1ccccc1)NC[C@H]1Cn2cc(-c3ccccc3)nc2CO1 | ? | ? | -4.8%[87.6 µM] | -3.8%[88.5 µM] | -17.9%[138 µM] | 4.9 | -15.1%[87.6 µM]
O=C(COc1ccc(F)cc1)Nc1ccc(S(=O)(=O)N(Cc2ccccc2)c2ccccc2)cc1 | nt | nt | -0.9% | nt | nt | 25.6 | -7.8%
COc1ccccc1CNS(=O)(=O)c1ccc(-c2cnc(C3CC3)o2)cc1 | nt | nt | -23.9% | nt | nt | -5.1 | ?
O=C(c1ccc(Cl)nc1)N1CCCN(CCn2nc3n(c2=O)CCCC3)CC1 | nt | -14.0% | nt | nt | -22.1% | 3.9 | nt
COc1cccc(CNC(=O)c2nc3sccn3c2-c2ccc(F)cc2)c1 | nt | ? | 0.9% | 3.6% | ? | -1.1 | 1.6%
CCn1c(C(=O)NCc2cc(Br)ccc2OC)cc2oc3ccccc3c21 | nt | nt | 3.3% | nt | nt | -4.4 | 38.2%[activator]
CCC(=O)N1CCC2(CC1)CC(N(CC)CC)CCO2 (stereo not given) | -7.0% | -1.8% | 21.5% | i | i | -1.7 | 8.1%
CCOc1c(Cl)cc(C(=O)N(Cc2ccc(N(C)C)cc2)Cc2ccco2)cc1Cl | nt | nt | 6.9% | nt | nt | 6.0 | 30.0%[activator]
O=[S+]([O-])(c1ccccc1)N1CCCN(c2ccnc3ccnn23)CC1 | nt | ? | 8.0% | i | ? | 0.3 | 13.2%
CCOc1ccc(C(=O)c2cn(CC(=O)Nc3cc(OC)ccc3OC)c3cc(OC)c(OC)cc3c2=O)cc1 | nt | nt | -2.9% | nt | nt | 3.0 | -17.7%
CCn1cc(CN2CCC(N3C(=O)C4(CCCCC4)C3c3ccncc3)CC2)cn1 (stereo not given) | -0.5% | 4.5% | -1.6%[12.5 µM] | 2.3% | -4.2% | 1.1 | ?
Cc1cccc(C)c1NC(=O)Cn1nc2n(c1=O)CCCC2 | 1.0% | 0.0% | -25.7% | i | 0.4% | 0.0 | -8.7%
COc1ccc(Nc2ccnc(N3CCCC(C(=O)NCc4ccccc4Cl)C3)n2)cc1 (stereo not given) | nt | 35.5µM* | -15.5% | i | 35.5µM* | -6.4 | -27.8%
COc1cc(C(=O)NCc2c[nH]c3ncccc23)nc2ccccc12 | -8.8% | ? | 10.3% | i | -30.3% | -7.6 | 0.8%
CCOc1ccc(-n2nc3ccc(NC(=O)c4ccc(-c5cccc(Cl)c5)o4)cc3n2)cc1 | nt | nt | -0.4% | nt | nt | 7.8 | -2.9%
COc1cc(NC(=O)CCc2c(C)n(C)c3cc(-c4ccccc4C)nn3c2=O)cc(OC)c1OC | nt | nt | 0.1% | nt | nt | 26.4 | 4.7%
O=S(=O)(c1ccccc1)c1nc(-c2cccs2)oc1N1CCCCC1 | nt | nt | 2.9% | nt | nt | -36.5* | -13.2%
COC(=O)CSc1nc2c(cnn2-c2ccc(F)cc2)c(=O)[nH]1 | nt | nt | -6.0% | nt | nt | -31.7* | 4.5%
CCn1cc(S(=O)(=O)N2CCC(Oc3ccc(-c4noc(COC)n4)cc3)C2)cn1 (stereo not given) | -0.5% | ? | 5.0% | -4.6% | -17.8% | 5.2 | -3.2%
CNC(=O)[C@@H]1CN(Cc2ccccc2C(F)(F)F)C[C@H]1CO | -4.7% | -2.8% | 7.5% | 4.6% | 0.7% | 8.4 | -9.4%
O=C(Cc1ccc(-c2ccccc2)cc1)N1CC(COc2ccccc2)C2(C1)CN(C(=O)c1cn[nH]c1)C2 (stereo not given) | -15.4% | ? | -9.4% | -10.3% | ? | 1.2 | -20.5%
COc1ccccc1CC(=O)N1CCCc2ncc(C(=O)N3CCN(CCO)CC3)cc21 | -6.4%[172 µM] | -4.7%[172 µM] | 5.8%[87.6 µM] | -8.3%[88.5 µM] | ? | 3.8 | 39.3%[activator][87.6 µM]
O=C(COc1ccc(F)c(Cl)c1)N[C@H]1C[C@@H]2OCC[C@H]12 | 1.4% | -13.7% | 8.6% | 2.4% | -20.3% | 2.9 | -6.5%
COCCn1ncc(N2CCC(NC(=O)c3ccccc3OC)CC2)cc1=O | -14.7% | -7.4% | ? | -16.8% | -8.6% | 12.1 | 27.7%
Cc1ccc(C(=O)c2c(N)c(C(=O)Nc3cccc(C(F)(F)F)c3)c3ccccn23)cc1 | nt | nt | -0.5% | nt | nt | 36.2 | 14.4%
CN(Cc1ccc(F)cc1)C(=O)NC1CCCC1 | 9.5%[172 µM] | i | 10.6%[87.6 µM] | 4.6%[88.5 µM] | -12.7%[138 µM] | -9.6 | 14.0%[87.6 µM]
COC(=O)Nc1cc(C2CC2)nn1-c1ccccc1 | nt | -2.3%[172 µM] | 0.6%[87.6 µM] | i | -15.8%[138 µM] | -6.1 | 13.9%[87.6 µM]
CC(=O)N1Cc2ccccc2CC2(CCN(CC3CCCCC3)CC2)C1 | nt | -13.5% | 8.2% | -3.0% | 4.9% | 5.2 | 14.9%
CCOC(=O)c1cnc(NCc2ccccc2OC)c2ccccc12 | nt | nt | 21.9% | nt | nt | -9.7 | 48.1%[activator]
COCCNC(=O)[C@H]1C[C@H](Oc2ccccc2)CN1Cc1ccc2[nH]ccc2c1 | 4.5% | 10µM* | -16.7% | -18.7% | ? | -0.4 | 5.4%
O=C(NCC1CC1)c1cn(C2CN(C(=O)NCCc3ccccc3)C2)nn1 | 5.9% | i | 13.4% | i | i | 6.7 | 15.2%
Cc1cc(C[C@@H]2COC[C@@H]2NC(=O)Cc2c(C)[nH]c3ccccc23)on1 | 0.9% | i | 0.4% | 0.0%[11.5 µM] | 3.2% | 22.9 | -19.8%

Random excerpt: 2 records from the list
SMILES | FLuc inh | HEK293 tox | SNCA viab count | GPT2 inh | NIH3T3 tox | IP6K1 inhibitor | SNCA expr inhib
COC(=O)Nc1cc(C2CC2)nn1-c1ccccc1 | nt | -2.3%[172 µM] | 0.6%[87.6 µM] | i | -15.8%[138 µM] | -6.1 | 13.9%[87.6 µM]
O=C(NC1CCN(c2cc(-c3ccccc3)[nH]n2)CC1)c1ccc(F)c(Cl)c1 | -6.8% | ? | -3.3% | i | ? | 27.5 | -19.5%

(next part)
SMILES | FLuc inh | HEK293 tox | SNCA viab count | GPT2 inh | NIH3T3 tox | IP6K1 inhibitor | SNCA expr inhib
CCOc1cc(=O)n2c(c1C(=O)Nc1cc(Cl)ccc1OC)CCCC2 | 7.1% | -61.0% | -11.7% | -2.6% | ? | 12.5 | 1.7%
CCc1ccc(NC(=O)N2CCC(N3CCN(Cc4ccc(C)cc4)C(=O)C3=O)CC2)cc1 | nt | nt | -2.0% | nt | nt | 50.5 | 28.4%
CCCCCNC(=O)c1ccc(CN2C(=O)NC3(CCS(=O)(=O)CC3)C2=O)cc1 | -9.6% | -2.2% | 6.6% | i | -14.4% | -8.4 | 21.0%
CC(C)CN1C(=O)c2cccn2CC1C(=O)NCCCN1CCc2ccccc2C1 (stereo not given) | 2.5% | -8.2% | 2.1% | i | -5.3% | -3.3 | 5.6%
Cc1ccc(N2CCN(C(=O)c3cnn(-c4ccc(C)c(C)c4)c3C3CCNCC3)CC2)c(C)c1 | nt | nt | -23.1% | nt | nt | 16.3 | ?
CC(C)CN1CCNC(=O)C1CC(=O)O (stereo not given) | 7.5% | 6.9% | 3.0% | i | i | -10.3 | -11.4%
CCOc1ccccc1C(=O)N(Cc1ccco1)Cc1ccccc1F | nt | nt | 11.0% | nt | nt | 27.4 | -1.7%
O=C(c1ccnc(-c2ccncc2)c1)N1CCCC1 | -6.3% | 0.5% | -7.2% | 2.0% | -3.1% | 6.9 | -4.7%
CCCN(CCC)C(=O)C1CCN(c2cc(C)nc3c(-c4ccc(Cl)cc4)c(C)nn23)CC1 | nt | nt | 2.0% | nt | nt | -15.3 | 31.7%[activator]
O=C(Cn1nc2c(cc1=O)CCCC2)NCc1ccccc1 | nt | nt | -6.4% | nt | nt | 3.4 | 67.7%[activator]
CCOc1ccccc1CNS(=O)(=O)c1cnc(N)nc1 | nt | nt | 3.7% | nt | nt | -0.6 | 6.5%
COc1ccc(N(C(=O)c2ccccc2C)S(=O)(=O)c2ccc(Cl)cc2)cc1 | nt | nt | -17.0% | nt | nt | -3.6 | -26.5%
CC(C)NC(=O)C1CCN(C(=O)c2ncn3c2COC(c2ccccc2)C3)CC1 (stereo not given) | 3.55µM* | -8.2% | 7.4% | i | -11.8% | -4.3 | 61.0%[activator]
CCC[C@H](NC(=O)C(C#N)=Cc1cccc(Br)n1)c1ccccc1 | nt | nt | ? | -8.2% | nt | nt | ?
O=c1c2ccccc2n(Cc2cccc(Cl)c2)c(=O)n1Cc1ccccc1 | nt | nt | 4.7% | nt | nt | -26.0* | -11.7%
COc1ccc(NC(=O)Cn2nc(C)c3nn(-c4ccc(Cl)cc4)c(C)c3c2=O)cc1 | nt | nt | ? | nt | nt | 10.1 | -14.4%
CC(=O)N1CC2(CCCN(Cc3cc4ccccc4[nH]3)C2)Cc2ccccc21 (stereo not given) | nt | ? | -10.1% | 4.2% | 25.1µM* | -15.8 | 7.1%
O=S(=O)(Cc1ccccc1)N1CCC(c2noc(-c3ccncc3)n2)C1 (stereo not given) | 4.6% | ? | -1.4% | i | -15.4% | 7.0 | -6.9%
Cc1cc(C)cc(C(=O)NCCn2ccn3nc(-c4ccc(C)cc4C)cc3c2=O)c1 | 2.82µM* | ? | -0.6% | i | ? | -1.3 | 101.6%[activator]

The list is partial; the hit share may differ from the screen's.
